# NadD block: NadD (S. aureus) enzyme inhibition | purified NadD enzyme, colorimetric absorbance read-out | AID 602399 | 360,000 compounds, 0.78% hits | inhibition, % at 20 µM; in the data active means inhibition above about 26%; further: some compounds past the cut are filed as inactive
# Scp1 inh: inhibitors of human Scp-1 phosphatase. AID 493091. 340,000 compounds, 0.88% hits. Recombinant Scp1, phosphopeptide, malachite green phosphate absorbance. Q9GZU7. inhibition, % at 20 µM;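 active means inhibition above about 50% at 20 µM, limit read from the data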;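 further: plate controls were DMSO wells with enzyme for no effect and wells lacking enzyme for full effect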
#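 Test system – truncated SCP-1 phosphatase (76-261aa) · Reagent – Phosphorylated 17-residue peptide substrate · Incubation – 45 min room-temperature reaction, 5 min colour, 30 min stabiliser · Detection – colorimetric phosphate reagent with accelerator and stabiliser, absorbance at 630 nm · Measure – % inhibition at 20 µM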
# CSN deneddyl inh: CSN deneddylation inhibition; Purified CSN, SCF-Nedd8-OG deneddylation, fluorescence polarization; inhibition, % at 12.5 µM; 360,000 compounds, 0.38% hits;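 active means pattern-corrected inhibition above about 35%, with an unprinted fluorescence ratio check between 0.5 and 1.5, limit read from the data, passing the limit was not always enough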;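 further: 0% = enzyme with substrate and 100% = substrate without enzyme; some results filed as inactive read as strong as hits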
# Target sequence (Q92905 whole entry, looked up, one chain of several): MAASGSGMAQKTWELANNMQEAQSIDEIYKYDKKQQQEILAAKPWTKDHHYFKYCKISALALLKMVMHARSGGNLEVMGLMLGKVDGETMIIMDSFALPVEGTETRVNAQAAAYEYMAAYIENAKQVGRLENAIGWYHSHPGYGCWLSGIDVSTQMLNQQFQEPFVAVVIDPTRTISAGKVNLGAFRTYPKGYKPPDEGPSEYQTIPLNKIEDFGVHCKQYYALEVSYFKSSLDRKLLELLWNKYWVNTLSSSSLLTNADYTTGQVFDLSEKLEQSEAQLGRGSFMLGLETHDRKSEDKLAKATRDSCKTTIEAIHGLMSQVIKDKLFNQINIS
#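 Test system: Human Csn5 produced in HEK293T cells | Compound: 12.5 µM single point | Times: 90 min, room temperature | Signal: Fluorescence polarization readout | Read-out basis: % inhibition of substrate cleavage by Csn5 | Controls: no-enzyme wells high, enzyme-with-substrate wells low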
# SUMO1 PPI mod: SUMO1-SIM interaction modulation. SUMO1 binding to a labelled peptide, TR-FRET, 1 h. inhibition, % at 20 µM. 360,000 compounds, 0.33% hits. P63165; in the data active means inhibition above about 37%
# Target sequence (P63165 whole entry, looked up): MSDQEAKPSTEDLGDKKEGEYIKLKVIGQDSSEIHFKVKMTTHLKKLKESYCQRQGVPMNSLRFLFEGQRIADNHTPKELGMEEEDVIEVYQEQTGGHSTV
# LMPTP inh: LMPTP (human) inhibition; P24666; recombinant LMPTP-A, OMFP fluorogenic substrate, fluorescence intensity; inhibition, % at 20 µM; 360,000 compounds, 0.22% hits; AID 651560;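 active means compounds that cut the enzyme signal by at least half of the control window in the single-dose screen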;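 further: plate controls were DMSO wells with enzyme plus substrate for no effect and substrate without enzyme for full effect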
# Target sequence (P24666 whole entry, looked up): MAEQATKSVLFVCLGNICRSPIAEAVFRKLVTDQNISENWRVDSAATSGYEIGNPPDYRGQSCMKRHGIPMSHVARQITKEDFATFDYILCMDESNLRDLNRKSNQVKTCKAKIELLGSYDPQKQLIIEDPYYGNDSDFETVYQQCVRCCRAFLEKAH
#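 Test system: LMPTP-A, protein tyrosine phosphatase of low molecular weight; Input: 0.625 nM enzyme; Incubation: 50 min dark incubation at room temperature; Signal: endpoint fluorescence intensity from OMFP dephosphorylation; Read-out basis: % inhibition versus control wells.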
# DNMT1 block: inhibitors of human DNMT1 | DNMT1 molecular beacon, Hinp1I cleavage, fluorescence | inhibition (reported as % activation of signal), % at 10 µM | 360,000 compounds, 0.83% hits | AID 588458; in the data active means inhibition above about 50%
# STEP block: STEP (human) phosphatase inhibition | P54829 | recombinant STEP, OMFP fluorogenic substrate, fluorescence | inhibition, % at 20 µM | 360,000 compounds, 0.25% hits | AID 588621;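 active means inhibition at 20 µM, scaled per plate between control wells, above about 37%, limit read from the data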;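 further: 0% = DMSO with enzyme and substrate and 100% = substrate only without enzyme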
#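 System: STEP phosphatase, cell-free reaction; Buffer or medium: Bis-Tris pH 6.0 buffer with DTT, detergent; Incubation: 20 min at room temperature, dark; Measured by: fluorescence, 480/540 nm.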
# Rpn11 inh: Rpn11 (human) deubiquitinase inhibition. 360,000 compounds, 0.59% hits. O00487. AID 588493. calls only at 20 µM. human 26S proteasome, Ub4-pepOG fluorescence polarization; 20S core pre-blocked with epoxomicin;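 active means inhibition at 20 µM, scaled to each plate's controls, above about 33%, limit read from the data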
# Target sequence (O00487 whole entry, looked up): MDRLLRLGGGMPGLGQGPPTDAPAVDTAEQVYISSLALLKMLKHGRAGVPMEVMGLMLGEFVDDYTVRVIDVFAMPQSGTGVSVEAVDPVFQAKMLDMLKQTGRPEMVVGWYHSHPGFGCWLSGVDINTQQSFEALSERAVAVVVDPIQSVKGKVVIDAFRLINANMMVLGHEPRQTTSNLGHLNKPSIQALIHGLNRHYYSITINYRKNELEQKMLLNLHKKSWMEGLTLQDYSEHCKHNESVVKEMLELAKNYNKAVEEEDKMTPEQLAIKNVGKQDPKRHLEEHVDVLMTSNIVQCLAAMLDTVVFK
# TbMetRS inhib: blocks T. brucei methionyl-tRNA synthetase activity. purified T. brucei MetRS, ATP depletion, Kinase-Glo luminescence. inhibition, % at 11.9 µM. 360,000 compounds, 0.4% hits;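 active means inhibition above a per-plate cutoff of the control wells' mean inhibition plus 3 SD, cut at about 5.5% in these data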;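 further: 0% = DMSO wells median and 100% = median of wells with control inhibitor compound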
#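 assay system = parasite MetRS enzyme | timing = 15 min preincubation, 2 h reaction, all 25 °C | evaluation = percent inhibition relative to median high and low control wells | medium = HEPES buffer containing pyrophosphatase, BSA, spermine, DTT | compound = single dose, 11.9 µM final nominal, 0.9% final DMSO | detection = Kinase-Glo luminescence, ATP depletion format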
# MLLE-PAM2 inh: blocks PAM2 peptide binding to the PABP1 MLLE domain. P11940. GST-MLLE / FITC-PAM2 fluorescence polarization. inhibition, % at 20 µM. 360,000 compounds, 0.36% hits; in the data active means inhibition above about 35%, passing the limit was not always enough;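 further: plate controls were DMSO wells with GST-MLLE for no effect and wells lacking GST-MLLE protein for full effect; some results filed as inactive read as strong as hits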
# * marks the source's active call; other numbers are inactive results; i = inactive; . = not tested or not shown.
# Preview (6 entries):
item	molecule	NadD block	Scp1 inh	CSN deneddyl inh	SUMO1 PPI mod	LMPTP inh	DNMT1 block	STEP block	Rpn11 inh	TbMetRS inhib	MLLE-PAM2 inh
1	Cc1cc(C(=O)CS(=O)(=O)c2ccc(F)cc2)cc(C)c1O	-6	-6	-3	-5	-2.9	2	0	i	-0.7	-6
2	Oc1c(C(c2ccc(Cl)cc2)N2CCCC2)cc(Cl)c2cccnc12 (centres undefined)	12	-12	6	10	2.7	-7	6	i	0.2	29
3	COc1ccc(/C=C2\Oc3cc(OCC(=O)N4CCC[C@H]4C(=O)O)ccc3C2=O)c(OC)c1OC	4	-7	1	2	0.1	-5	-4	i	-1.8	5
4	COc1cc(NC(=S)Nc2ccc3c(c2)OCCO3)cc(OC)c1OC	1	-5	-7	9	-0.5	0	1	i	1.8	19
5	CC(C)CN1CCN(Cc2cnc(N3CCOCC3)s2)CC1CCO (centres undefined)	-7	-5	-12	2	-1.1	-1	-1	i	-0.2	12
6	Cn1cc(-c2ccc3c(c2)OCO3)c2ccccc21	-4	.	3	8	-0.8	2	-1	i	-1.1	2

# This part in full, from the first entry:
item	molecule	NadD block	Scp1 inh	CSN deneddyl inh	SUMO1 PPI mod	LMPTP inh	DNMT1 block	STEP block	Rpn11 inh	TbMetRS inhib	MLLE-PAM2 inh
1	Cc1cc(C(=O)CS(=O)(=O)c2ccc(F)cc2)cc(C)c1O	-6	-6	-3	-5	-2.9	2	0	i	-0.7	-6
2	Oc1c(C(c2ccc(Cl)cc2)N2CCCC2)cc(Cl)c2cccnc12 (centres undefined)	12	-12	6	10	2.7	-7	6	i	0.2	29
3	COc1ccc(/C=C2\Oc3cc(OCC(=O)N4CCC[C@H]4C(=O)O)ccc3C2=O)c(OC)c1OC	4	-7	1	2	0.1	-5	-4	i	-1.8	5
4	COc1cc(NC(=S)Nc2ccc3c(c2)OCCO3)cc(OC)c1OC	1	-5	-7	9	-0.5	0	1	i	1.8	19
5	CC(C)CN1CCN(Cc2cnc(N3CCOCC3)s2)CC1CCO (centres undefined)	-7	-5	-12	2	-1.1	-1	-1	i	-0.2	12
6	Cn1cc(-c2ccc3c(c2)OCO3)c2ccccc21	-4	.	3	8	-0.8	2	-1	i	-1.1	2
7	O=C(NC(=S)Nc1ccccc1C(=O)O)c1ccc(-c2ccc(Br)cc2)o1	10	30	-4	18	5.1	-1	18	i	-0.2	29
8	Fc1ccc2nncc(SCc3ccccc3Cl)c2c1	9	2	0	-21	1.4	6	4	i	-0.2	-5
9	CCOC(=O)C1(CCOc2ccccc2)CCN(Cc2ccc(C)o2)CC1	-3	-8	-13	-6	-0.3	-1	-2	i	-0.2	15
10	COCCNCCOc1ccc(C)cc1[N+](=O)[O-]	-2	-15	0	-7	-2.0	6	0	i	-0.5	-3
11	Cc1cccc(NS(=O)(=O)c2ccc(Br)s2)n1	-2	3	1	4	-2.0	-7	0	i	0.2	-17
12	Cc1nnc2ccc(-c3ccc(NS(=O)(=O)c4ccccc4F)cc3)nn12	3	3	-1	-19	2.0	-8	-4	i	-0.7	17
13	O=C(COC(=O)Cn1[nH]c(=O)c2ccccc2c1=O)Nc1ccc2c(c1)OCO2	0	2	-1	0	-1.6	1	-3	i	-1.2	-3
14	CCCNC(=O)COC(=O)c1ccccc1OCC(=O)Nc1ccc(Br)cc1	1	3	1	-1	-2.1	25	-3	i	-0.8	2
15	Cc1cc(C)cc(NC(=O)CC23CC4CC(C2)CC(n2nnc(C)n2)(C4)C3)c1	-6	-4	-1	-1	-1.0	-3	-3	i	-0.9	-19
16	Cc1cccc(C)c1NC(=O)C1(C)CN(S(C)(=O)=O)CC(=O)N1CCc1ccccc1F (centres undefined)	.	.	2	-2	-0.9	.	.	.	-0.8	.
17	O=C(c1ccccc1Cl)N1CCN(C(=O)C2CCCO2)CC1 (centres undefined)	-1	-5	-7	1	-0.1	1	-1	i	-0.3	7
18	COC(=O)c1ccccc1NC(=O)c1cc(C)no1	-3	-10	0	0	-2.1	2	-1	i	-0.5	3
19	O=C(CNc1cccc(S(=O)(=O)N2CCCCC2)c1)Nc1ccc(C(F)(F)F)cc1	-7	.	6	0	0.7	10	-1	i	0.9	13
20	CCN(CC(=O)Nc1cc(Cl)ccc1C)C(=O)CSCc1ccccc1	-3	-9	-2	5	1.2	-2	0	i	0.0	13
21	Cc1ccccc1-c1csc(N)n1	-1	-8	-2	0	0.9	-4	-1	i	-0.1	26
22	CCOC(=O)Cn1nc2oc(=O)c(CCN3CCN(c4ccccc4OC)CC3)c(C)c2c1C	-7	.	0	3	-0.6	4	4	i	-0.3	0
23	COc1cccc(CNC(=O)C2CCN(S(=O)(=O)c3cnc[nH]3)CC2)c1	-1	3	2	-5	-1.3	0	-1	i	-0.6	9
24	CC1CCN(c2ccc3nnc(CCC(=O)N4CCN(c5ccc(F)cc5)CC4)n3n2)CC1	6	-4	-2	-1	-0.6	3	2	i	-0.7	-1
25	CSc1ncccc1C(=O)NCc1ccc(C)cc1	-17	7	-3	-3	-1.2	0	1	i	-1.2	-27
26	CCc1cc(=O)oc2cc(OCC(=O)O)c(Cl)cc12	-2	-6	2	-2	-2.9	1	0	i	0.8	3
27	CC(C)n1cc(CN2CCC(Oc3ccc(C(=O)N4CCCCC4)cc3)CC2)cn1	-4	-13	2	2	-0.3	1	4	i	-0.4	-6
28	c1ccc(CN2CCC3(CC2)Nc2ccccc2CO3)cc1	1	2	-4	2	-0.5	2	-4	i	-1.8	10
29	COc1ccc(N2CCN(C(=O)CSc3nnc(-c4ccc5[nH]c(C)c(C)c5c4)o3)CC2)cc1	22	0	3	0	2.3	-8	1	i	-1.3	-132
30	O=C(NCc1ccc2c(c1)OCO2)C(=O)NCC1OCCN1S(=O)(=O)c1ccc(Cl)cc1 (centres undefined)	-9	-8	-2	0	0.3	-2	-1	i	-0.4	12

# Some of the entries above in another layout.
# Order of values – NadD block	Scp1 inh	CSN deneddyl inh	SUMO1 PPI mod	LMPTP inh	DNMT1 block	STEP block	Rpn11 inh	TbMetRS inhib	MLLE-PAM2 inh
16) Cc1cccc(C)c1NC(=O)C1(C)CN(S(C)(=O)=O)CC(=O)N1CCc1ccccc1F (centres undefined)
 : .	.	2	-2	-0.9	.	.	.	-0.8	.
19) O=C(CNc1cccc(S(=O)(=O)N2CCCCC2)c1)Nc1ccc(C(F)(F)F)cc1
 : -7	.	6	0	0.7	10	-1	i	0.9	13
26) CCc1cc(=O)oc2cc(OCC(=O)O)c(Cl)cc12
 : -2	-6	2	-2	-2.9	1	0	i	0.8	3
20) CCN(CC(=O)Nc1cc(Cl)ccc1C)C(=O)CSCc1ccccc1
 : -3	-9	-2	5	1.2	-2	0	i	0.0	13

# More structures follow:
item	molecule	NadD block	Scp1 inh	CSN deneddyl inh	SUMO1 PPI mod	LMPTP inh	DNMT1 block	STEP block	Rpn11 inh	TbMetRS inhib	MLLE-PAM2 inh
31	CCN(CC)CCNC(=O)C1CCN(S(=O)(=O)c2c(C)noc2/C=C/c2ccccc2F)CC1	-10	-4	-2	-40	1.4	1	2	i	0.4	4
32	Cc1ccc2nc(NC(=O)CC3Oc4ccccc4NC3=O)sc2c1 (centres undefined)	1	-7	-1	2	-1.4	11	0	i	-0.2	7
33	CC1=CC(C)(C)N=C(Nc2ccc(C)cc2)S1	-5	0	-7	-4	2.0	4	2	i	-1.2	-13
34	FC(F)(F)c1cnc(N2CCCN(C(=S)Nc3ccccc3)CC2)c(Cl)c1	-8	-3	1	-3	1.6	-11	5	i	-0.6	-117
35	CC(=O)Nc1ccc(N/C(N)=N/c2nc(C)cc(C)n2)cc1	0	-5	-12	-3	0.4	-7	-2	i	-0.5	14
36	Cn1c2c(c(=O)c3ccccc31)CCC(C)(C)O2	0	-9	-3	0	-1.4	0	0	i	-0.5	-4
37	O=C(c1ccc([N+](=O)[O-])cc1)N(Cc1ccccc1)c1ccccn1	1	-5	0	-14	1.4	-1	-4	i	-0.4	6
38	S=C(Nc1ccc(Cl)cc1Cl)N1CCOCC1	2	0	-4	5	-0.5	8	0	i	-0.9	-24
39	COc1cccc(C2=NOC(C(=O)Nc3ccccc3SC)C2)c1 (centres undefined)	-10	-6	4	1	0.9	-3	-12	i	-0.8	0
40	COC(=O)c1ccc(CNC(=O)CNc2cc(C(F)(F)F)ccc2N2CCOCC2)cc1	2	-7	-3	-3	-0.2	-3	-2	i	0.0	8
41	CCN(CC)S(=O)(=O)c1cc(C)c(C)cc1OCC(=O)NC1CCCC1	6	-4	1	0	-0.4	1	0	i	0.2	9
42	CC(=O)NNC(=S)NC(=O)c1ccc(C)cc1	-1	-9	2	0	-0.1	-2	-7	i	0.0	12
43	O=C(CC1CCCC1)N1CCCC(Nc2cccc(F)c2)C1 (centres undefined)	-6	-9	-1	3	0.0	1	-2	i	-0.1	-3
44	CC(C)Oc1ccc(C2CNC(=O)C2)cc1 (centres undefined)	1	0	4	-5	-1.9	0	-1	i	-0.7	-2
45	COCCN(C(=O)c1ccc(-c2ccc(Cl)cc2)o1)c1c(N)n(CC(C)C)c(=O)[nH]c1=O	3	3	0	-9	-0.1	7	-1	i	0.1	9
46	CCN1C(=O)c2ccccc2S(=O)c2ccc(C(=O)NCc3ccc(OC)cc3)cc21 (centres undefined)	1	-5	-1	1	-1.2	2	1	i	1.0	-9
47	CCn1nccc1C(=O)Nc1nc2ccccc2n1CCN1CCCCC1	0	3	-1	0	1.1	1	1	i	-0.7	-5

# High-throughput results: PubChem, several laboratories
